Screens from PubChem BioAssay.
NPY-Y2 PAM-ag – potentiators or agonists of human neuropeptide Y receptor Y2; cells expressing NPY-Y2, potentiator/agonist read-out; activation, % at 3.6 µM; 220,000 tested, 0.45% active; AID 1359; in the data active = activation above about 27%;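 note: cells stimulated with NPY near EC25 plus isoproterenol at EC100; 0% = vehicle plus submaximal agonist and 100% = vehicle plus saturating agonist; some results beyond the cut were filed as inactive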
Wee1 stabilizer – blocks degradation of human Wee1 kinase; 220,000 tested, 1.2% active; AID 1321; HeLa Luc-Wee1K328M stability, luciferase luminescence; 100% = proteasome inhibitor MG132 effect; reporter increase, % at 5 µM;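 active = activation above the mean of all tested compounds plus 3 SD, set per screening run, cut at about 8.8% in these data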;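 note: cells exposed to compound for 20 h before luminescence read; 0% = DMSO alone and 100% = MG132 at 30 µM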
eIF4E-4G inh – inhibitors of eIF4E and eIF4G interaction in translation initiation; AID 782; inhibition, % at 21.7 µM; TR-FRET eIF4E-eIF4GI(517-606) binding, 2 h; 220,000 tested, 0.37% active;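 active = inhibition above about 30%, limit read from the data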;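 note: 0% = full FRET control wells and 100% = background wells lacking eIF4GI fragment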
S1P4 ag – activates the human S1P4 receptor. O95977. activation, % at 4.98 µM. S1P4-expressing cell line, agonist reporter assay. 220,000 tested, 0.35% active; in the data active = activation above about 11%;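 note: 0% = DMSO vehicle and 100% = reference agonist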
Ba/F3 V617F tox – reduce viability of Ba/F3 cells dependent on JAK2V617F; inhibition, % at 5.6 µM; Ba/F3 EpoR-JAK2V617F viability, ATP luminescence; 220,000 tested, 1.1% active;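 active = inhibition above the campaign mean plus 3 SD over all tested compounds, cut at about 24% in these data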;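 note: cytokine-independent growth of Ba/F3 cells driven by EpoR plus mutant JAK2; 0% = DMSO-treated cells and 100% = JAK inhibitor I control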
S1P4 antag – human S1P4 receptor antagonism; O95977; S1P4-expressing cells, antagonist mode, reporter read-out; inhibition, % at 4.98 µM; 220,000 tested, 0.26% active; AID 1510; in the data active = inhibition above about 29%;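 note: 0% = wells stimulated with agonist and 100% = vehicle wells without agonist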
BaF3 parental – parental Ba/F3 viability inhibition as JAK2V617F counter-screen. 220,000 tested, 1.1% active. inhibition, % at 5.6 µM. CellTiter-Glo ATP luminescence;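 active = inhibition above a per-campaign cutoff, the mean inhibition of all tested compounds plus 3 SD, cut at about 27% in these data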;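 note: 0% = DMSO wells and 100% = JAK Inhibitor I control wells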
Mdm2 ligase inh – blocks human Mdm2 ubiquitin ligase activity. cell-based MDM2 ubiquitination luciferase reporter, 2 h; 0 = plate control, 100 = twice control, blank-subtracted. AID 1230. signal enhancement, % at 5 µM. 210,000 tested, 0.11% active;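 active = signal enhancement of 30% or more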;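 note: luminescence tracks abundance of the self-degrading MDM2-luciferase fusion protein; higher signal means inhibition of MDM2 E3 ligase activity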
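Material: stable MDM2–luciferase fusion reporter cells / Quantity: 2000 cells/well / Dosing: single 5 µM compound dose, 0.2% final DMSO / Buffer or medium: DMEM / Schedule: 4 h cell settling then 2 h compound exposure, 37 °C / Detection: luminescence with SteadyLite reagent, 15 min at room temperature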
PERK inh – inhibitors of human PERK kinase | Q9NZJ5 | inhibition, % at 5.6 µM | CHO PERK-DD fusion, SEAP luminescence translation reporter | 220,000 tested, 0.17% active;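 active = inhibition above the mean inhibition of all tested compounds plus 3 SD, set separately per screening campaign, cut at about 2.9% in these data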;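 note: PERK kinase domain activated by AP20187 dimerizer at 100 nM; 0% = DMSO with dimerizer and 100% = rapamycin at 8.4 µM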
The depositor's hits bear a star; x = no result given; [ ] = another dose, or the depositor's remark.

SMILES	NPY-Y2 PAM-ag	Wee1 stabilizer	eIF4E-4G inh	S1P4 ag	Ba/F3 V617F tox	S1P4 antag	BaF3 parental	Mdm2 ligase inh	PERK inh
COc1ccc2occ(C(=O)c3cccs3)c2c1	5	3	4	166*	-4	-8	0	-12	1.1
Cc1c(N)cc(N)cc1C(=O)O	-2	4	-1	1.3	2	-2	-3	x	0.8
CCOC(=O)N1CCC(NC(=O)c2cnc3n(c2=O)CCS3)CC1	-8	1	1	-2.3	-4	5	2	-5	1.4
CC1(C)c2cc(Cl)ccc2-n2c1cc(O)c(-c1ccccc1)c2=O	-11	2	70*	-1.0	-3	-3	-2	-16	-0.1
O/N=C/c1ccn(-c2ccc(Br)cc2)c1	-2	6	1	-0.3	4	6	3	-2	0.3
Cc1ccc(OCc2nc(-c3ccccn3)n[nH]2)cc1	1	9.1*	34*[fluorescence artefact?]	1.5	-4	-26	1	-22	-0.5
Cc1cc(-n2[nH]c(C)c(C)c2=O)nc(-c2ccccc2O)n1	14	5	0	0.2	0	-22	2	x	0.3
O=[N+]([O-])c1ccccc1CSc1nc2ccccc2o1	13	44*	6	1.2	-1	-15	0	-1	1.0
O=C(O)c1cc(-n2cccc2)ccc1N1CCOCC1	-1	-1	7	-1.9	-5	15	1	-5	0.7
CCSc1nnc(-c2ccccc2NC(=O)CC)c(=O)[nH]1	10	-3	1[fluorescence artefact?]	-0.9	-2	-11	2	-2	0.8
CCc1cccc(C)c1NC(=O)CSc1nc(-c2ccccc2F)nc2nc[nH]c12	-7	0	-6	-0.6	-2	-23	7	-10	-0.7
CC(=O)Nc1ccc(NC(=O)COC(=O)c2c(C)nn(-c3ccccc3)c2C)cc1	6	-3	1	1.9	-2	-10	3	2	-0.3
Cc1cc2c(c(SCC(N)=O)n1)C(=O)OC2	-19	-2	-3	-1.5	2	-2	7	-11	0.9
O=C(CSc1nc2ccccc2[nH]1)NC1CCCC1	4	2	0	-1.2	0	0	3	6	0.8
Cc1ccc2oc(-c3ccc(NC(=O)CC(C)C)cc3)nc2c1	1	2	4[fluorescence artefact?]	0.2	-2	14	0	-8	1.1
COc1cccc(/C=N/NC(=O)CNC(=O)c2ccc(S(=O)(=O)N3CCCC3)cc2)c1OC	5	-2	-1	0.9	-1	-12	7	5	0.6
Cc1ccccc1-n1c(=O)c2ccccc2n2nnnc12	4	4	-4[fluorescence artefact?]	-2.5	-3	-8	0	5	-0.5
C/C(=N\NC(=O)CNC(=O)C1COc2ccccc2O1)c1ccc(Cl)cc1 (stereo not drawn)	6	2	-1	-1.1	-1	-3	2	3	-1.6
CCOC(=O)C1=C(C)NC(C)=C(C(=O)OCC)C1C(=O)OCC(=O)N1CCCCC1CC (stereo not drawn)	-9	0	2[fluorescence artefact?]	-1.1	3	7	4	-2	-1.0
O=C(CSc1n[nH]c(=O)[nH]c1=O)NCC1CCCCC1	-1	-3	4	-0.5	0	2	-4	-12	-0.5
CN(C)c1ccc(N=Nc2ccccc2C(=O)OCC(=O)NC2CCCC2)cc1	11	7	6	-1.9	-3	-9	2	-16	-0.6
O=C(N1CCN=C1SCc1cccnc1)C12CC3CC(CC(C3)C1)C2	-4	-2	-1	-1.8	0	11	3	-6	-0.8
NNC(=O)CN1C(c2ccc(Cl)cc2)=Nc2ccc(Br)cc2C1c1ccccc1 (stereo not drawn)	-8	-3	4	0.4	0	15	1	14	0.0
CN(CCC#N)C(=O)c1ccc(CNS(=O)(=O)c2ccc(F)cc2)cc1	-5	2	x	1.2	4	-21	7	-15	0.5
O=S(=O)(/C=C/c1ccccc1)NCCc1ccccn1	13	-3	-5[fluorescence artefact?]	-0.4	-6	0	2	-20	0.0

Fetched one by one from the entries so far (2):
SMILES	NPY-Y2 PAM-ag	Wee1 stabilizer	eIF4E-4G inh	S1P4 ag	Ba/F3 V617F tox	S1P4 antag	BaF3 parental	Mdm2 ligase inh	PERK inh
CN(CCC#N)C(=O)c1ccc(CNS(=O)(=O)c2ccc(F)cc2)cc1	-5	2	x	1.2	4	-21	7	-15	0.5
Cc1ccc(OCc2nc(-c3ccccn3)n[nH]2)cc1	1	9.1*	34*[fluorescence artefact?]	1.5	-4	-26	1	-22	-0.5

One compound at a time, from the list above:
Shown for CCOC(=O)N1CCC(NC(=O)c2cnc3n(c2=O)CCS3)CC1 → NPY-Y2 PAM-ag: -8; Wee1 stabilizer: 1; eIF4E-4G inh: 1; S1P4 ag: -2.3; Ba/F3 V617F tox: -4; S1P4 antag: 5; BaF3 parental: 2; Mdm2 ligase inh: -5; PERK inh: 1.4
Shown for CCOC(=O)C1=C(C)NC(C)=C(C(=O)OCC)C1C(=O)OCC(=O)N1CCCCC1CC (stereo not drawn) → NPY-Y2 PAM-ag: -9; Wee1 stabilizer: 0; eIF4E-4G inh: 2[fluorescence artefact?]; S1P4 ag: -1.1; Ba/F3 V617F tox: 3; S1P4 antag: 7; BaF3 parental: 4; Mdm2 ligase inh: -2; PERK inh: -1.0
Shown for Cc1cc(-n2[nH]c(C)c(C)c2=O)nc(-c2ccccc2O)n1 → NPY-Y2 PAM-ag: 14; Wee1 stabilizer: 5; eIF4E-4G inh: 0; S1P4 ag: 0.2; Ba/F3 V617F tox: 0; S1P4 antag: -22; BaF3 parental: 2; Mdm2 ligase inh: x; PERK inh: 0.3

Going on with the list:
SMILES	NPY-Y2 PAM-ag	Wee1 stabilizer	eIF4E-4G inh	S1P4 ag	Ba/F3 V617F tox	S1P4 antag	BaF3 parental	Mdm2 ligase inh	PERK inh
COc1ccc(-n2cnnc2SC(C)c2nc3sc(C)c(C)c3c(=O)[nH]2)cc1 (stereo not drawn)	13	-1	-12	-1.0	-2	10	1	-14	-1.2
CCCCNC(=O)Cn1c(=O)n(C)c2ccccc21	-6	-2	-2	-3.4	4	-2	4	-14	0.4
O=C(Cn1c(CSc2ccccc2)nc2ccccc21)Nc1ccccc1	-7	-4	3	0.1	0	-12	-1	-15	-1.3
COc1ccc(CC(=O)N2CCN=C2SC)cc1OC	-4	-3	-6	1.4	5	-19	9	2	0.9
CCc1ccc2oc(-c3cc(N)ccc3Cl)nc2c1	-12	2	6	0.9	0	-25	6	4	-0.1
Cc1sc2ncnc(OCC(=O)N3CCN(S(=O)(=O)c4ccc(Cl)cc4)CC3)c2c1C	12	1	-4	0.0	0	-1	10	-5	-1.4
CC(SCc1ccccc1)C(=O)Nc1ccccc1-c1ccccc1 (stereo not drawn)	-1	3	-1	-0.7	2	-4	5	-9	-0.6
O=c1[nH]cnc2ccc([N+](=O)[O-])cc12	3	-1	-2	0.4	2	-4	-4	x	0.6
O=C(NCCN1CCN(c2ccccc2)CC1)C1CCCN(S(=O)(=O)c2cnc[nH]2)C1 (stereo not drawn)	-6	-3	-1	0.1	-3	-10	0	-17	2.3
COC(=O)c1cc(N=CC2=C(O)CC(C)(C)CC2=O)cc(C(=O)OC)c1	4	-2	5[fluorescence artefact?]	-0.6	5	-6	10	-9	0.3
CC(=O)Nn1c(C)nnc1-n1nc(C)cc1C	20	4	-13[fluorescence artefact?]	1.3	-2	-12	6	-3	1.3
Cc1ccc(S(=O)(=O)NCc2nnc(SCC(=O)Nc3cccc(C)c3C)n2C)cc1	2	0	1[fluorescence artefact?]	1.0	0	-10	4	-13	-0.2
CCC1=NN2C(=N)/C(=C/c3c(C)nn(-c4ccccc4)c3Cl)C(=O)N=C2S1	10	-4	23[fluorescence artefact?]	1.0	-3	-18	2	11	0.4
C[C@H](NC(=O)c1nc[nH]c1C(=O)N[C@@H](Cc1ccccc1)C(=O)OC(C)(C)C)c1ccccc1	7	5	2	0.3	-3	6	-1	x	0.9
CCc1ccccc1NC(=O)C(C)n1nc([N+](=O)[O-])c(Br)c1C (stereo not drawn)	-7	-2	11	0.6	3	-14	0	-1	-0.5
Oc1ccccc1/C=N/Nc1ncc(Br)cn1	2	6	5[fluorescence artefact?]	-0.2	3	-19	5	-12	0.5
Cc1ccc(NS(=O)(=O)c2cc(C(=O)NCCSC3CCCCC3)ccc2C)cc1	28	4	-11	-2.3	-2	11	-2	-16	0.7
CC(=O)N1CCc2cc(S(=O)(=O)NCCC(=O)Nc3ccc4c(c3)OCCO4)ccc21	-4	-1	0[fluorescence artefact?]	1.5	-1	0	7	-21	0.3
CCCCOC(=O)c1ccc(NC(=O)c2cnccn2)cc1	6	-1	8	-1.4	-1	-6	6	16	1.4
O=C(c1cc2ccccc2s1)N1CCOCC1	4	-3	-5	-0.1	-3	-9	-1	-10	1.6
COc1ccc2nc(/C=N/NC(=O)[C@@H]3CCCN3C(=O)OC(C)(C)C)ccc2c1	-1	1	1	0.2	-4	-14	1	-5	-0.5
CC(C)C(NC(=O)c1ccco1)C(=O)OCc1cc([N+](=O)[O-])cc2c1OCOC2 (stereo not drawn)	10	3	-2	-0.7	0	-16	6	-20	0.2
O=C(O)COc1ccccc1/C=N/NC(=O)c1cc(-c2ccccc2)nc2ccccc12	-17	-1	-2	0.0	-3	18	0	-4	0.8
O=S1(=O)N=C(N2CCN(Cc3ccc4c(c3)OCO4)CC2)c2ccccc21	5	0	-1	1.0	3	-11	8	-13	-0.5
Cc1c(-c2ccccc2)oc2c(C(=O)N3CCN(c4ccc([N+](=O)[O-])cc4)CC3)cccc2c1=O	-16	1	0	0.8	-2	-17	3	-14	0.6

(continued)
SMILES	NPY-Y2 PAM-ag	Wee1 stabilizer	eIF4E-4G inh	S1P4 ag	Ba/F3 V617F tox	S1P4 antag	BaF3 parental	Mdm2 ligase inh	PERK inh
CCCC(=Nc1ccccc1OC)C1=C(O)CC(c2ccccc2)CC1=O (stereo not drawn)	-6	1	3[fluorescence artefact?]	0.5	0	3	2	2	-0.2
CN(Cc1ccccc1)CC(O)COc1ccc(CNCc2ccc(Cl)s2)cc1 (stereo not drawn)	-24	2	-1	-0.6	0	4	3	-3	-1.4
CN1CCC(NC(=S)Nc2cccc([N+](=O)[O-])c2)CC1	9	-3	0	1.7	-1	-3	5	1	-1.2
O=C(OCC(=O)N1CCOCC1)c1ccc(Cl)nc1	-3	-2	-3	-0.3	-2	-5	5	-4	1.3
Cc1cccc(N2C(=O)c3cccc4c(N5CCCCC5)c([N+](=O)[O-])cc(c34)C2=O)c1C	0	-1	2	0.6	-1	-16	5	0	0.9
CCONC(=O)Nc1ccccc1	-10	3	-5	-2.0	-5	-22	5	-11	0.5
CCOc1ccc(CNC(=O)C(CC)n2nc(C)n3c(cc4occc43)c2=O)cc1OC (stereo not drawn)	-11	7	1	-0.2	2	-11	2	-16	-0.5
CCOC(=O)c1cc(NC(=O)COC)ccc1O	-16	0	-4	-0.6	6	-13	11	-1	0.0
O=C(NNc1ccccc1Cl)C(O)(c1cccc(C(F)(F)F)c1)c1cccc(C(F)(F)F)c1	20	17*	2[fluorescence artefact?]	-1.4	4	22	6	-13	-0.9
CC(C)OC(=O)CSc1nc(-c2ccc(F)cc2)cc(C(F)(F)F)n1	-1	-1	-3	-0.3	-9	4	-1	x	0.9

Shown as a hit in Wee1 stabilizer (from the list above):
| Compound | NPY-Y2 PAM-ag | Wee1 stabilizer | eIF4E-4G inh | S1P4 ag | S1P4 antag | Mdm2 ligase inh | PERK inh |
| --- | --- | --- | --- | --- | --- | --- | --- |
| Cc1ccc(OCc2nc(-c3ccccn3)n[nH]2)cc1 | 1 | 9.1* | 34*[fluorescence artefact?] | 1.5 | -26 | -22 | -0.5 |
| O=[N+]([O-])c1ccccc1CSc1nc2ccccc2o1 | 13 | 44* | 6 | 1.2 | -15 | -1 | 1.0 |
| O=C(NNc1ccccc1Cl)C(O)(c1cccc(C(F)(F)F)c1)c1cccc(C(F)(F)F)c1 | 20 | 17* | 2[fluorescence artefact?] | -1.4 | 22 | -13 | -0.9 |
